# LDHA inh = blocks human lactate dehydrogenase A; activity change, % (values are at about 110 or 230 µM); 480,000 compounds, 0.15% hits; P00338; AID 1347041; purified LDHA, NADH/diaphorase-resazurin fluorescence; hits give low values; in the data active = activity change below about -30%; inconclusive = mostly about -25% to -30%;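 note: plate controls were DMSO wells for no effect and wells without enzyme for full effect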
#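 Enzyme activity of human lactate dehydrogenase 5 (2 nM; 0.06 mM NADH, 0.2 mM pyruvate, 5 min, RT) is measured via a resazurin/diaphorase fluorescence readout of residual NADH.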
# RGS4 inh = human RGS4 inhibition; Transcreener GDP fluorescence polarization, RGS4-accelerated GTP hydrolysis; Potency, µM (doses to about 114 µM), without a hit: top-dose activity change, negative = inhibition, actives largely listed as inhibitors; 390,000 compounds, 0.039% hits; note: potency is the fitted concentration of half-maximal effect; % is set by controls: 0 for no effect and ±100 for the full control effect; nearly all actives have a fitted effect of over 75% in size; some results filed as inactive show a strong effect at the top dose
# Target sequence (P49798 whole entry, looked up): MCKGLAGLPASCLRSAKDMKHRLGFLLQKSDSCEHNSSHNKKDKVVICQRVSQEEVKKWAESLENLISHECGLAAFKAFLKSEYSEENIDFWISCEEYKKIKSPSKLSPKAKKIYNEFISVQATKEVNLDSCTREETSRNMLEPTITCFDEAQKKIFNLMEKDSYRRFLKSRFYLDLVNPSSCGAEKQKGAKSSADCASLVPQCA
#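 MLSMR compounds (23 nl, pin-transferred) preincubated 10 min at room temperature with a 500nM (2x) first reagent, then RGS4 at 900nM (2x) plus Transcreener GDP mix added; fluorescence polarization (620/688 nm) read before and after 90 min at 30 °C.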
# TrxR1 substrate = is turned over as a substrate by rat TrxR1 | O89049 | purified TrxR1 substrate turnover, NADPH consumption readout | Potency, µM (top dose mostly 114 µM), for the others: top-dose activity change, negative = substrate turnover | 390,000 compounds, 0.01% hits | AID 588456; note: potency is the fitted concentration of half-maximal effect; % is set by controls: 0 for no effect and ±100 for the full control effect; nearly all actives have a fitted effect of over 50% in size
# Target sequence (O89049 whole entry, looked up): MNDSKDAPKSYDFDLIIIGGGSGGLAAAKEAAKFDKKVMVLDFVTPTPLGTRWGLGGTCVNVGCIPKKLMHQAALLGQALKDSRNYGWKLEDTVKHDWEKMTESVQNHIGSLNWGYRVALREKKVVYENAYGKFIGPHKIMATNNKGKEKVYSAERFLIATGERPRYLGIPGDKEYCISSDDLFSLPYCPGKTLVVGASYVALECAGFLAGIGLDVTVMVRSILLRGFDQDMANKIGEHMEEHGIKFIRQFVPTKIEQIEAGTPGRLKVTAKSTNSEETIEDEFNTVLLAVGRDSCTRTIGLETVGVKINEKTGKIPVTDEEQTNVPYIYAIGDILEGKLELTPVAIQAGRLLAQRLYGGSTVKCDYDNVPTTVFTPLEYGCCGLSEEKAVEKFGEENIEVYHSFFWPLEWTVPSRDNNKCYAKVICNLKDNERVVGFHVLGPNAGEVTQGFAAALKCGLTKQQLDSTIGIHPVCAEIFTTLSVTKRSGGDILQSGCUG
#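 Rat TrxR1, dispensed at 90 nM, was prereduced with 400 uM NADPH (final) for 5 min at ~22 deg C, then incubated with compound 15 min before 400 uM selenite. A first-read NADPH fluorescence drop versus no-compound background flagged substrates.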
# GRP78 ERSR act = induces the endoplasmic reticulum stress response in human glioma cells; 420,000 compounds, 0.02% hits; U87-MG GRP78 promoter luciferase reporter, 16 h; AID 602332; Potency, µM, for inactives: at the highest dose activation, most hits filed as activators; note: potency is the fitted concentration of half-maximal effect; series mostly up to about 76 µM; % of control where 0% means no effect; nearly all actives have a fitted effect of over 35% in size
#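 Stably transfected U87-MG glioma cells carrying a GRP78-based luciferase sensor; 16 h compound incubation. Luminescence end-point read 10 min after Bright-Glo addition at room temperature.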
# IDH1 R132H inh = blocks human mutant IDH1 R132H enzyme | 390,000 compounds, 0.093% hits | IDH1-R132H enzyme, NADPH consumption, diaphorase/resazurin fluorescence | Potency, µM (series often up to 76.6 µM), without a hit: top-dose activity change, negative = inhibition, actives largely listed as inhibitors; note: potency is the fitted concentration of half-maximal effect; % is set by controls: 0 for no effect and ±100 for the full control effect; nearly all actives have a fitted effect of over 65% in size
#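 IDH1-R132H (0.5 ug/mL dispensed) in pH 7.5 Tris buffer was preincubated 30 min with compound, then given a substrate mix of 0.016 mM NADPH and 2 mM alpha-KG for 80 min at room temperature; remaining NADPH was read by diaphorase/resazurin fluorescence.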
# USP1-UAF1 inh = inhibitors of human USP1/UAF1 deubiquitinase. O94782. recombinant USP1/UAF1, Ub-Rhodamine cleavage fluorescence. Potency, µM (top dose mostly 57.1 µM), for inactives: at the top dose activity change, negative = inhibition, hits mostly inhibitors. 390,000 compounds, 0.23% hits. AID 743255; note: potency is the fitted concentration of half-maximal effect; % is set by controls: 0 for no effect and ±100 for the full control effect; nearly all actives have a fitted effect of over 60% in size; inactives centre near -12
#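 USP1/UAF1 complex at 1 nM was preincubated with compound for 15 min at room temperature, then Ub-Rho substrate (150nM final) was added. Fluorescence (480/540 nm) was read kinetically, 6 reads every 60 seconds.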
# Vif-APOBEC3F blk = Vif-A3F binding inhibition; HeLa A3F-eYFP + Vif (tagged APOBEC3F with the HIV-1 protein that degrades it), YFP fluorescence increase; 390,000 compounds, 0.2% hits; Potency, µM (doses to about 46.1 µM), inactives show at the top dose activity, negative = active; note: potency is the fitted concentration of half-maximal effect; % of control where 0% means no effect; nearly all actives have a fitted effect of over 65% in size
#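 HeLa cells stably expressing A3F-eYFP plus Vif, plated and incubated overnight at 37 deg C, then exposed to compounds overnight at 37 deg C. Blocked degradation read as raised yellow fluorescence (Ex 488/Em 500-530).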
# TrxR1 inh = blocks rat thioredoxin reductase 1 | O89049 | recombinant rTrxR1, NADPH fluorescence consumption, selenite substrate | Potency, µM (top dose mostly 114 µM), inactives show at the highest dose activity change, negative = inhibition, actives largely listed as inhibitors | 390,000 compounds, 1% hits | AID 588453; note: potency is the fitted concentration of half-maximal effect; % is set by controls: 0 for no effect and ±100 for the full control effect; nearly all actives have a fitted effect of over 65% in size
#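 Rat TrxR1 (90 nM in the dispensed reagent) was pre-reduced with 400 uM NADPH for 5 min at room temperature, then incubated with compound for 15 min. After 400 uM selenite was added, NADPH fluorescence (Ex 340/Em 450 nm) was followed for 8 min.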
# Vif-A3G inh = Vif-A3G binding inhibition; Potency, µM (series often up to 46.1 µM), for the others: at the highest dose activity, negative = active, most hits filed as inhibitors; Q9HC16; 410,000 compounds, 0.076% hits; HeLa A3G-eYFP + Vif (tagged APOBEC3G with the HIV-1 protein that degrades it), YFP fluorescence, overnight; AID 602310;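 note: potency is the fitted concentration of half-maximal effect; % is set by controls: 0 for no effect and ±100 for the full control effect; nearly all actives have a fitted effect of over 60% in size; hits raise eYFP signal because A3G escapes Vif-driven loss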
# Target sequence (Q9HC16 whole entry, looked up): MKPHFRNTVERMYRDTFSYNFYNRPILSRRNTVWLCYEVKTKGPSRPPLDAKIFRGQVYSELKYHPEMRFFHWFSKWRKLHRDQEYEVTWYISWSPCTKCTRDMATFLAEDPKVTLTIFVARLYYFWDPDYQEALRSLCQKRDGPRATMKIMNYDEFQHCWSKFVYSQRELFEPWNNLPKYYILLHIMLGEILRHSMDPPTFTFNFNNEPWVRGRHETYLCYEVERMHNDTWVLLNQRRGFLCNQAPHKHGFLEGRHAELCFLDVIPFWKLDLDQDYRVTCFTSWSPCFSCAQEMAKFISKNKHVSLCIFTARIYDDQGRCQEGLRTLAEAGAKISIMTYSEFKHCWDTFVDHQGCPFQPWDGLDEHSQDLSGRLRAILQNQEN
#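 HeLa cells stably expressing Vif and C-terminally eYFP-tagged A3G, seeded overnight at 37 deg C, then exposed to compound by pintool overnight at 37 deg C. Rise in yellow fluorescence (Ex 488/Em 500-530, Acumen) marks blocked Vif-driven A3G degradation.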
# Active calls of the source: *; u = inconclusive; x = no result given; & = joins results of further samples; [ ] = another dose, or the depositor's remark. Unless noted, calls come from the whole dose curve; as a rule, active = well fitted curve in the direction sought with a large enough effect; inconclusive = small, poorly fitted or top-dose-only effect, or another doubt; inactive = no such curve, though single readings can be large; an effect the other way counts as inactive or inconclusive.
SMILES,LDHA inh,RGS4 inh,TrxR1 substrate,GRP78 ERSR act,IDH1 R132H inh,USP1-UAF1 inh,Vif-APOBEC3F blk,TrxR1 inh,Vif-A3G inh
C=CCN1C(=O)c2ccc(C(=O)N(C)CC(=O)Nc3ccccc3C(F)(F)F)cc2C1=O,-9,-16%,3%,-3%,-1%,-1%,1%,5%,0%
Cc1ccc(S(=O)(=O)N2CCCc3cc(NC(=O)c4ccc(C(C)(C)C)cc4)ccc32)cc1,4,0%,1%[57.1 µM],-1%,0%,-14%,0%,15%[57.1 µM],-5%
CC(C)OCCCN1CN(S(=O)(=O)c2cccs2)c2nc3ccccc3nc21,1,-16%,13%,2%,7%,-1%,0%,-6%,-3%
Cc1cccc(C2Nc3ccccc3C(=O)N2c2ccccc2)n1 (stereo unspecified),-2,8%,150%[activator],4%,-3%,-9%,-3%,13%,0%
Cc1ccc(N(C)C(=O)CN2C(=O)CCc3cc(S(=O)(=O)N4CCOCC4)ccc32)cc1,-2,26%,-6%[57.1 µM],-1%,-12%,-10%,6%,-6%[57.1 µM],4%
CC(C)(C)OC(=O)N1CCN(/[N+]([O-])=N/Oc2ccc([N+](=O)[O-])cc2[N+](=O)[O-])CC1,10,x,15%,u,x,x,x,u,-9%
O=C(CSc1nnnn1-c1ccc(C(=O)O)cc1)NC1CCCCC1,-5,-10%,-4%,-3%,1%,u,9%,-3%,-1%
COc1ccc(C(C)=O)cc1COC(=O)C1CCN(C(=O)c2ccc(Cl)cc2)CC1,-2,-8%,2%,-2%,-1%,-23%,3%,u,-16%
COc1ccc(-c2nnn(CCC(=O)O)n2)cc1,-10,15%,5%,-9%,4%,-3%,-9%,20%,-3%
O=C(/C=C/c1ccccc1)NC(NC(=S)Nc1ccc(Cl)cc1Cl)C(Cl)(Cl)Cl (stereo unspecified),-4,-35%,-6%,18%,-4%,-20%,-20%,u,-1%

# 3 entries out of the list above, sorted by the number in RGS4 inh, high to low.
compound | LDHA inh | RGS4 inh | TrxR1 substrate | GRP78 ERSR act | IDH1 R132H inh | USP1-UAF1 inh | Vif-APOBEC3F blk | TrxR1 inh
COc1ccc(-c2nnn(CCC(=O)O)n2)cc1 | -10 | 15% | 5% | -9% | 4% | -3% | -9% | 20%
COc1ccc(C(C)=O)cc1COC(=O)C1CCN(C(=O)c2ccc(Cl)cc2)CC1 | -2 | -8% | 2% | -2% | -1% | -23% | 3% | u
CC(C)OCCCN1CN(S(=O)(=O)c2cccs2)c2nc3ccccc3nc21 | 1 | -16% | 13% | 2% | 7% | -1% | 0% | -6%

# The list continues:
SMILES,LDHA inh,RGS4 inh,TrxR1 substrate,GRP78 ERSR act,IDH1 R132H inh,USP1-UAF1 inh,Vif-APOBEC3F blk,TrxR1 inh,Vif-A3G inh
O=C(COc1ccc2c3c(c(=O)oc2c1)CCC3)NCCCN1CCCC1=O,-2,13%,29%,-3%,-2%,-20%,-10%,-3%,3%
Cc1ccc(CNS(=O)(=O)c2ccc(C(=O)N(C)C)s2)cc1,-1,27%,-4%[57.1 µM],-1%,1%,-8%,-10%,5%[57.1 µM],6%
COc1cccc(-c2cc(C(=O)NCc3ccccc3)no2)c1,-2,5%,6%,-2%,-8%,3%,-17%,16%,-7%
O=C(CCn1nnc(-c2cccs2)n1)NCc1ccccc1Cl,0,2%,12%,-1%,0%,u,-13%,13%,-4%
Cc1ccc(NC(=O)Cn2cc(S(=O)(=O)N3CCC(C)CC3)c3ccccc3c2=O)c(Br)c1,-2,5%,-4%,3%,5%,-24%,-6%,11%,2%
O=[N+]([O-])c1ccc(C(O)CSC(=S)N2CCCCC2)cc1 (stereo unspecified),0,-9%,-1%,7%,0%,-20%,-6%,8%,-4%
COc1ccc(S(=O)(=O)NCC(c2ccc(N(C)C)cc2)N2CCc3ccccc32)cc1OC (stereo unspecified),-1,-34%,2%[57.1 µM],-2%,13%,-20%,-14%,-9%[57.1 µM],4%
Cc1ccc(NC(=O)COCc2cc(-c3cccs3)on2)cc1Cl,-5,-14%,-9%,-1%,0%,-9%,1%,14%,0%
CN(C)CCCN(C(=O)c1ccc(S(=O)(=O)N(C)Cc2ccccc2)cc1)c1nc2cc3c(cc2s1)OCO3,1,4%,3%,-8%,-6%,-28%,-1%,28%,-9%
COc1ccc(CN2CCN(C(=O)CC(C)C)CC2)cc1Br,-23,0%,1%,1%,1%,-11%,2%,16%,0%
CC(=O)c1ccc(OCC(=O)N2CCCC(Nc3ccc(C)c(C)c3)C2)cc1 (stereo unspecified),3,3%,-12%,-3%,5%,-11%,4%,-16%,3%
COc1ccc(C(=O)NC2(C(F)(F)F)N=C3SCCN3C2=O)cc1 (stereo unspecified),-12,-4%,5%,-5%,4%,-9%,-6%,17%,0%
CC(C)c1ccc(N(CC(=O)Nc2ccc(S(=O)(=O)N3CCOCC3)cc2)S(C)(=O)=O)cc1,-1,-2%,1%,2%,5%,-25%,4%,19%,1%
O=C(c1ccc(N2CCCC2)c([N+](=O)[O-])c1)N1CCN(c2ccccn2)CC1,-3,6%,-1%[11.4 µM],-4%,-2%,-12%,9%,2%[11.4 µM],0%
O=C(Nc1nc(=O)n(C(=O)c2cccc(C(F)(F)F)c2)s1)c1ccccc1,-2,-18%[56.9 µM],-9%,-1%,-7%,u,3%,u,-6%
C=CCOC(=O)Nc1snnc1C,-4,-9%,10%[57.1 µM],0%,-5%,1%,-2%,24%[57.1 µM],5%
CCOC(=O)c1c(C)nc2cc(C)ccn12,2,20%,-3%,5%,3%,-1%,-12%,-15%,0%
CSCCC1NC(=O)N(CC(=O)Nc2ccc3c(c2)OCCO3)C1=O (stereo unspecified),0,-1%,-2%,-2%,2%,2%,u,3%,-2%
Cc1ccc(NC(=O)CN(C)C(=O)c2ccccc2Cc2ccccc2)cc1,-2,-8%,-3%,-2%,-10%,-22%,3%,9%[57.1 µM],-1%
CC(C)(C)C(=O)Nc1cccc2[nH]ncc12,0,26%,8%[57.1 µM],-4%,2%,-26%,-4%,18%,-5%
CCOC(=O)c1cc(CC)sc1/N=C/c1c(O)ccc2ccccc12,30,-36%,2%[57.1 µM],-9%,12%,-5%,6%,-9%[57.1 µM],0%
CCn1c(NC2CCCCC2)nc2ccccc21,-3,21%,-6%,-1%,-7%,1%,-3%,-6%,1%
CCCCSc1nnc2[nH]c(=O)cc(N)n12,3,31%,-7%,-4%,2%,-11%,0%,-10%,-4%
COc1ccc(NC(=O)CSc2nc3ccncc3[nH]2)c(OC)c1,-2&0,-27%&-5%,-1%&5%,-3%&0%,1%&-2%,-21%&-8%,-7%&8%,6%&19%,-1%&6%
COc1ccc(C(=O)Nc2c(N)nc(SCC(=O)N3CCCCCC3)[nH]c2=O)cc1OC,-4,19%,1%[57.1 µM],1%,-4%,-9%,-10%,-3%[57.1 µM],2%
CCn1cc(C(=O)N[C@H](C(=O)NC(C)(C)CO)C(C)C)c(=O)c2cc3c(cc21)OCO3,-2,10%,10%,-4%,12%,-14%,2%,9%,2%
O=C(Nc1ccc2c(c1)OCO2)C1CCCCC1,-1,-33%,2%,6%,-13%,-12%,6%,9%,3%
CSc1ccc(/C=C(/NC(=O)c2ccco2)C(=O)N2CCCCCC2)cc1,-2,1%,-11%,-1%,3%,-17%,7%,-13%,-3%
O=C(c1ccccc1Oc1ccc([N+](=O)[O-])cc1)N1CCOCC1,-10,4%,-1%,-1%,11%,0%,-1%,4%,3%
Cc1ccc(-n2cc[nH]c2=S)cc1C,-10,30%,6%[57.1 µM],-4%,6%,u,-4%,-14%[57.1 µM],-1%
NS(=O)(=O)c1ccc(CCNC(=O)CSc2nc3ccsc3c(=O)n2Cc2ccccn2)cc1,0,x,x,7%,5%,-21%,-7%,x,1%
CCCn1c(=N)n(CC(=O)c2ccc(Cl)c(Cl)c2)c2ccccc21,-4,2%,4%,0%,0%,-17%,-17%,26%,3%
O=S(=O)(c1ccccc1)N1CCCN(S(=O)(=O)c2ccccc2)CC1,0,-42%,1%,-3%,-5%,-3%,3%,9%,-1%
CCCCSCCCNC(=O)C1CCN(Cc2nc(-c3cccc(Br)c3)oc2C)CC1,1,-18%,-8%,1%,8%,u,0%,0%,1%
CCCC(=O)C1=C(c2ccccc2)C(C#N)(C#N)C(C#N)=C1N,9,3%,-10%,-4%,9%,-8%,x,13µM*,-8%
COc1ccc(OC)c(N=C(C)C2=C(O)COC2=O)c1,17,6%,4%[57.1 µM],-5%,5%,-2%,-5%,1%[57.1 µM],-17%
Cc1ccc(C(=O)Nc2ccc(S(=O)(=O)N3CCOCC3)cc2)cc1Br,4,3%,-2%[57.1 µM],-3%,10%,-10%,6%,13%[57.1 µM],-5%
COc1cccc(CC(=O)NC2CCCN(Cc3ccc(Cl)cc3)C2)c1 (stereo unspecified),-8,4%,8%[57.1 µM],-4%,2%,-1%,12%,6%[57.1 µM],1%
Cc1cc(=O)n(Cc2cccc(Cl)c2)c2c1c(C)nn2C,0,-7%,3%[57.1 µM],-1%,-5%,-29%,3%,17%[57.1 µM],-3%

# Screens: PubChem, National Center for Advancing Translational Sciences (NCATS)

# Only part of the results is shown; count on the stated rates, not on these rows.
